# Assay outcomes from PubChem BioAssay.
# IDE cell activ: boosts human insulin-degrading enzyme activity in HEK cells; FAbeta-B cleavage, fluorescence polarization; 0% vehicle, 100% cell-free pure enzyme wells; P14735; AID 493087; 340,000 tested, 0.073% active; activation, % at 5.96 µM;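 active = activation above the mean of all tested compounds plus 3 SD, set per screening campaign, cut at about 17% in these data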
# Target sequence (P14735 whole entry, looked up): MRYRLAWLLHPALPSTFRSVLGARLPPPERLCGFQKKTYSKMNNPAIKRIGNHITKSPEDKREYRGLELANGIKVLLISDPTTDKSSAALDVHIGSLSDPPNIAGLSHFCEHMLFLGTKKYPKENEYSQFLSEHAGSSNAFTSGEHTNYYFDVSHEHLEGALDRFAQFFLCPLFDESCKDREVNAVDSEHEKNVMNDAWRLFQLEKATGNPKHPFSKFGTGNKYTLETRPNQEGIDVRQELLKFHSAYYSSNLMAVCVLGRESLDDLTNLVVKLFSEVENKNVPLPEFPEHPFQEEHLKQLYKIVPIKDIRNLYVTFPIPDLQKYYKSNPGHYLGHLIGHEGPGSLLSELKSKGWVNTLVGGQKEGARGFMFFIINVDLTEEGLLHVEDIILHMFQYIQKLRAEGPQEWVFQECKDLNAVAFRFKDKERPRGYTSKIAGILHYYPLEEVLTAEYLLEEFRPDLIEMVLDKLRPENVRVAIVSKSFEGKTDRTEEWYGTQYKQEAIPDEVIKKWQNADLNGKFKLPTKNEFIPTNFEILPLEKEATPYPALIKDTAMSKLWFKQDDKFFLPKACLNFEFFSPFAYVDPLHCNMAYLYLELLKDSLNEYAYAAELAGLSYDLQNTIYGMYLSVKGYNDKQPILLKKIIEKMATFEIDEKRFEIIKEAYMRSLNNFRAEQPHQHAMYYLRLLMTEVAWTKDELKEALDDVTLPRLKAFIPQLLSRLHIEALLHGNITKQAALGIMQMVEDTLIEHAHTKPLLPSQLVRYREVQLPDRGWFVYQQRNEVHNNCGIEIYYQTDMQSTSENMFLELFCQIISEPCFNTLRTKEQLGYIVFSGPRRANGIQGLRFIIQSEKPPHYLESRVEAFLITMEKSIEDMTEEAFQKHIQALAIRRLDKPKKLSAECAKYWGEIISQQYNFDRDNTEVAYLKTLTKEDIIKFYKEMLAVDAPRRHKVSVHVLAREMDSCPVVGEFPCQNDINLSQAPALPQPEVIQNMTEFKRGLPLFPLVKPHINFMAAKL
# p-CIP stab down: compounds decreasing mouse p/CIP protein stability. F442A p/CIP-EGFP cells, EGFP fluorescence, 16 h. decrease of EGFP signal, % at 10 µM. 290,000 tested, 0.01% active;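 active = EGFP signal decrease of at least 30% at 10 µM or well 3 SD below plate mean, unless failing retest; inactive = the rest, including hits failing retest or dose response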; also: some compounds called inactive have numbers as strong as hits; many of its hits are not listed in these tables
# MEKK2 mut-MEK5: signal of MEK5 binding to mutant human MEKK2 PB1 domain. bead flow cytometry, Alexa488-MEK5 binding to MEKK2 mutant. percent response, % at 10 µM. 290,000 tested, 0.35% active; in the data active = percent response above about 24%, passing the limit was not always enough; also: inactives centre near 1; some results filed as inactive read as strong as hits; reference of the scale not given here
# MEKK2wt PB1 HTS: raises or lowers MEK5 binding to wildtype human MEKK2 PB1 domain; Q9Y2U5; bead flow cytometry, Alexa488-MEK5 binding to MEKK2 WT; actives lie on both sides; binding response (% of control), % at 10 µM; 290,000 tested, 1.1% active; AID 1531; in the data active = binding response below about 67% or above about 130%
# M18AAP inhibitor: PfM18AAP enzyme inhibition; recombinant PfM18AAP, H-Glu-NHMec fluorogenic cleavage; inhibition, % at 7.35 µM; 290,000 tested, 1.2% active; AID 1822;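 active = inhibition above the campaign mean inhibition over all tested compounds plus 3 SD, cut at about 28% in these data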;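 also: 0% = plate median of test compound wells and 100% = 2 mM ZnCl2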
# MEKK3 PB1 HTS: modulators (inhibitors or enhancers) of MEK5 binding to human MEKK3 PB1 domain | Q99759 | bead-based flow cytometry, Alexa488-MEK5 binding to MEKK3; actives lie on both sides; 0 = blocked by unlabeled MEK5, 100 = vehicle | binding response (% of control), % at 10 µM | 290,000 tested, 1.4% active | AID 1529;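 active = binding response more than 3 SD above or below the average of its plate-row segment, actives on both sides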;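 also: Alexa488 bead fluorescence after subtracting the streptavidin-only scavenger bead signal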
# NALP1 yeast inh: NALP1 inhibition | AID 2071 | inhibition, % at 10 µM | 280,000 tested, 0.61% active | S. cerevisiae NALP1/ASC/caspase-1 growth, X-gal OD620, 72 h; in the data active = inhibition mostly above about 24%, no sharp cut-off; inactive = mostly below about 32%; also: some compounds called inactive have numbers as strong as hits
# UBC9 SUMO inh: blocks human SUMOylation mediated by UBC9 | AID 2006 | inhibition, % at 35 µM | HTRF SUMOylation assay, SAE1/SAE2 + UBC9, in vitro | P63279 | 290,000 tested, 0.36% active; in the data active = inhibition above about 50%, passing the limit was not always enough; also: strong numbers were not always called active
# IDE cell inh: inhibits human insulin-degrading enzyme in HEK cells; P14735; FAbetaB cleavage, fluorescence polarization; inhibition, % at 5.59 µM; 320,000 tested, 0.41% active;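 active = percent inhibition above the average of all tested compounds plus 3 SD, set per screening campaign, cut at about 16% in these data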;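 also: IDE supplied by intact live HEK cells; FP after avidin binding of uncleaved biotin substrate so inhibition keeps polarization high; 0% = DMSO wells and 100% = 60 µM reference IDE inhibitor Ii1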
# An asterisk follows results filed as active; . = not tested or not shown; [ ] = dose if it differs, or a comment.
SMILES,IDE cell activ,p-CIP stab down,MEKK2 mut-MEK5,MEKK2wt PB1 HTS,M18AAP inhibitor,MEKK3 PB1 HTS,NALP1 yeast inh,UBC9 SUMO inh,IDE cell inh
CCOP(=O)(O)c1ccccc1OCCCCCOc1ccccc1P(=O)(O)OCC,0,-11,1,102,-8,101,4,25,4
CCOc1ccc(N2C(=O)c3cccnc3C2Nc2ccc(C)cc2)cc1 (stereo unspecified),5,-4,13,106,8,104,3,-24,4
COc1ccc(CN(C)C(=O)Cc2ccsc2)c(OC)c1OC,3,9,-1,100,3,103,4,-2,-2
CCOc1ccc(N(CC(=O)Nc2cccc(OC)c2)S(=O)(=O)c2c(C)noc2C)cc1,4,-10,3,113,-9,109,27,-21,-2
CC(C)OC(=O)C1C(=O)CC(C)(O)C(C(=O)OC(C)C)C1c1cccc([N+](=O)[O-])c1 (stereo unspecified),2,-7,-14,89,-4,87,-1,12,2
Cc1cccc(NC(=O)CC2Nc3cccc4cccc(c34)NC2=O)c1 (stereo unspecified),-2,-6,1,98,3,97,9,89,-2
CC1(C)CCCC2=C1CC1C(=O)N(c3ccccc3)C(=O)C1C2 (stereo unspecified),8,-4,6,100,-6,102,-5,7,3
COc1ccc(/C(C#N)=C/c2cccnc2)cc1,1,1,-3,94,0,92,10,10,.
Cc1ccc(NC(=O)C2CC(=O)Nc3nc4ccccc4n32)c(C)c1 (stereo unspecified),-5,-2,2,97,-3,97,.,38,2
CCCCCCn1c(SCC(C)C)nc2c1c(=O)[nH]c(=O)n2C,2,1,-9,85,-8,87,13,15,-1
CCOC(=O)Nc1ccc(S(=O)(=O)NCc2ccccc2)cc1,5,-3,-5,93,5,93,10,20,-3
COc1ccc(CCNC(=O)c2ccc3nc(-c4ccco4)c(-c4ccco4)nc3c2)cc1OC,0,-21,.,.,3,.,-10,85,6
CC(Oc1ccc2c3c(c(=O)oc2c1)CCC3)C(=O)NCCN1CCOCC1 (stereo unspecified),-2,7,-3,96,-2,99,30,-4,4
CC(=O)N1CCC(O)(c2ccc3c(c2)OCO3)CC1,-3,-3,2,106,-1,105,8,-3,-1
Clc1cccc(N/N=C/c2ccncc2)c1,2,0,1,100,2,99,8,-11,1
CCOc1ncccc1C(=O)N=C1SCCN1C(=O)c1cccnc1OCC,6,-5,7,140,-15,158*,-9,9,4
C=CCn1c(SCC(=O)c2cc(C)n(Cc3cccs3)c2C)nnc1-c1ccncc1,-2,-9,5,105,2,108,-3,23,-2
c1ccc(-c2nnc(-c3ccccn3)s2)nc1,-3,-6,-4,77,9,79,.,18,-4
COc1ccc(CCN2C(=O)/C(=C\c3ccco3)SC2=S)cc1OC,7,5,-8,83,-3,96,18,32,.
Cc1ccc(S(=O)(=O)NCCCCCC(=O)NC(C)(C)CO)cc1,-1,-9,.,.,-6,.,7,22,1
CCOc1ccccc1-n1c(C)cc(C=O)c1C,5,5,5,109,4,112,-26,12,-1
CN1CCNC(=O)C1CC(=O)NCC1(c2ccccc2)CCCCC1 (stereo unspecified),2,-13,-2,121,8,100,-5,-8,-2
CC1CCCN(Cc2nc3c(c(=O)n(C)c(=O)n3C)n2CC(=O)c2ccccc2)C1 (stereo unspecified),1,1,6,108,-1,103,.,8,2
COc1ccccc1NS(=O)(=O)c1cc(NC(=O)c2cccs2)ccc1N1CCCCC1,3,-19,-3,97,-12,93,20,0,3
CC(=O)Nc1cc2c(cc1Br)OCCO2,4,4,4,106,0,106,1,13,-4

# Structures listed so far printed as active in MEKK3 PB1 HTS.
SMILES,IDE cell activ,p-CIP stab down,MEKK2 mut-MEK5,MEKK2wt PB1 HTS,M18AAP inhibitor,MEKK3 PB1 HTS,NALP1 yeast inh,UBC9 SUMO inh,IDE cell inh
CCOc1ncccc1C(=O)N=C1SCCN1C(=O)c1cccnc1OCC,6,-5,7,140,-15,158*,-9,9,4

# The list continues.
SMILES,IDE cell activ,p-CIP stab down,MEKK2 mut-MEK5,MEKK2wt PB1 HTS,M18AAP inhibitor,MEKK3 PB1 HTS,NALP1 yeast inh,UBC9 SUMO inh,IDE cell inh
Clc1ccc(C2CC(c3cccs3)n3ncnc3N2)c(Cl)c1 (stereo unspecified),6,-4,7,112,3,106,5,12,1
Cc1csc(CNC(=O)c2ccc(OC3CCN(CCc4ccccc4)CC3)cc2)n1,5,-6,3,109,-6,105,1,-5,-3
CC1(C)Cc2ccccc2-c2nnc(SCc3ccccc3)n21,0,-8,3,96,8,97,10,2,-4
Cc1ccc(S(=O)(=O)CCC(=O)O)cc1C,1,0,7,113,-6,109,4,5,-1
O=C(COC(=O)c1ccccc1Cl)Nc1nccs1,1,-17,1,100,1,95,18,-19,5
CC(C)COc1ccc(C(=O)Nc2ccc(N3CCOCC3)cc2N2CCOCC2)cc1,-1,0,7,105,10,100,6,8,2
COc1ccc(C2CC(c3cccs3)=NN2C(=O)CSc2nnnn2C)cc1OC (stereo unspecified),4,4,-4,93,-5,98,22,6,2
O=C(CNC(=O)c1ccccc1)OC(C(=O)c1ccccc1)c1ccccc1 (stereo unspecified),-5,-4,19,103,-7,98,-12,9,-3
CCCN(CC(=O)Nc1ccc(Cl)cc1Cl)C(=O)/C=C/c1cccc([N+](=O)[O-])c1,-2,-3,2,96,-11,95,33,0,0
CC(NC(=O)C1CCC1)c1ccc(Cl)cc1 (stereo unspecified),5,0,-2,96,10,94,6,20,-7
Cc1ccc([C@@H]2[C@@H]3C(=O)N(C)C(=O)[C@@H]3[C@]3(Cc4ccccc4)C(=O)N(CCO)CC(=O)N23)o1,2,-9,-5,103,2,102,14,17,2
COc1ccc(N(CC(=O)NCCC2=CCCCC2)S(=O)(=O)c2ccccc2)cc1OC,-2,-6,-11,66,1,54,7,-9,0
CCOc1ccc2c(c1)/C(=C(\C(Cl)=C(Cl)Cl)[N+](=O)[O-])N2,6,-9,-4,98,-7,103,35,22,1
Cc1cccc(-n2cnc3cc(C(=O)N4CCCCC4)ccc32)c1,11,-2,6,109,-1,103,0,4,6
O=C(/C(=C/O)N=Nc1ccc(Cl)cc1)c1ccncc1,6,-11,3,89,0,103,-4,10,-1
Cc1nn(C2CCS(=O)(=O)C2)c(Cl)c1/C=C/C(=O)OCC(=O)Nc1ccc2c(c1)OCO2 (stereo unspecified),-2,-6,-6,92,7,97,-5,31,3
CC(C)OC(=O)c1c(NC(=O)c2cccs2)sc2c1CCCC2,1,-6,5,99,-12,98,-2,2,3
O=C(CN(CCc1ccccc1)Cc1ccccc1)Oc1ccccc1P(=O)(O)O,0,12,4,107,-1,105,9,5,-1
CC(=O)c1cccc(NC(=O)CN(c2ccc(C)cc2)S(=O)(=O)c2cccc3nonc23)c1,5,2,.,.,2,.,-14,5,3
Cc1ccc2[nH]c3c(c2c1)CN(C(=O)CN1CC(C)OC(C)C1)CC3 (stereo unspecified),-1,-43,13,120,-3,105,4,32,5
CC(C)(C)C(=O)OCc1nc(-c2ccc(F)cc2)cs1,-3,1,-24,44*[inhibitor],-2,54,0,-3,3
CC1CCCN(c2nc(NCc3ccco3)nc(N)c2[N+](=O)[O-])C1 (stereo unspecified),5,-18,0,94,4,96,47,6,-2
Nc1nc2n(n1)C(=O)CC(c1ccccc1[N+](=O)[O-])N2 (stereo unspecified),-1,3,-1,97,25,89,7,-2,-1
COc1cc2c(ccc3cc(OC)c(OC)c(O)c32)cc1O,4,6,5,104,.,105,-4,.,-4
Cc1ccc(S(=O)(=O)N2CCCOC2CNC(=O)C(=O)NCc2cccnc2)cc1 (stereo unspecified),2,8,0,101,-3,99,26,-8,4

# The last 2 entries of the part above lead into the next.
SMILES,IDE cell activ,p-CIP stab down,MEKK2 mut-MEK5,MEKK2wt PB1 HTS,M18AAP inhibitor,MEKK3 PB1 HTS,NALP1 yeast inh,UBC9 SUMO inh,IDE cell inh
COc1cc2c(ccc3cc(OC)c(OC)c(O)c32)cc1O,4,6,5,104,.,105,-4,.,-4
Cc1ccc(S(=O)(=O)N2CCCOC2CNC(=O)C(=O)NCc2cccnc2)cc1 (stereo unspecified),2,8,0,101,-3,99,26,-8,4
O=c1[nH]c(C2CCN(S(=O)(=O)c3ccccc3F)CC2)nc2c1nnn2Cc1ccc2c(c1)OCCO2,0,-12,4,101,2,103,6,.,2
O=S(=O)(/N=C(/Nc1ccc(F)cc1F)c1ccccc1)c1ccc(Br)cc1,.,1,-8,92,0,88,10,-10,-2
Cc1ccc(NC(=O)C(OC(=O)c2ccc(F)cc2)c2ccccc2)cc1Cl (stereo unspecified),0,-2,31,119,0,107,35,-5,-6
CC(C)n1c(SC2C(=O)CC(C)(C)CC2=O)nc2c1c(=O)n(C)c(=O)n2C,4,-4,-2,97,-3,98,8,27,-4
CCCCCCSC1=C(C#N)C(c2ccc(C)o2)CC(=O)N1 (stereo unspecified),-1,-4,5,103,-7,105,5,8,0
CCOc1ccc(C(CC(=O)O)NC(=O)COc2ccccc2)cc1 (stereo unspecified),3,0,2,105,-13,102,-3,23,-3
CN(C)CCN(C(=O)c1cc(Cl)sc1Cl)c1nc2ccc(F)cc2s1,1,6,25,118,3,112,40,-2,3
c1ccc(CNc2nc3ccccc3n3cnnc23)cc1,4,-4,15,121,-3,117,-8,-1,2
COc1cc(NC(=O)COc2cc(O)c3c(c2)OC(C)(C)CC3=O)cc(OC)c1OC,7,-26,3,100,4,100,11,5,-2
COc1cc(C(=O)Nc2nnc(SC)s2)c([N+](=O)[O-])cc1OC,2,-2,3,98,-7,101,-10,10,3
CCOCC(=O)Nc1cccc(Br)c1,-4,5,11,113,3,107,8,-3,-1
Nc1c(-c2ccccc2)cnn1-c1ccc(C(=O)O)cc1,9,-18,-25,81,-2,82*[inhibitor],8,21,5
COc1ccc(CCC(N)=O)cc1OC,2,-9,-3,102,0,101,6,-8,3
c1ccc(-n2cnnc2SCc2cn3ccsc3n2)cc1,1,7,-3,94,-1,94,4,-1,3
CCOc1ccc(C2C(C(=O)c3cccs3)=C(O)C(=O)N2CCN2CCOCC2)cc1 (stereo unspecified),0,-12,5,108,-6,106,17,26,-2
Cc1cc(C)nc(N2CCCC(C(=O)NCCc3ccc(F)cc3)C2)n1 (stereo unspecified),6,2,2,102,-2,98,-4,-1,-4
CCOc1ccc(NC(=O)CN2CCN(CC(=O)Nc3ccc4c(c3)OCCO4)CC2)cc1,3,2,22,116,-14,113,17,-9,2
Cc1ccc(OCC(O)CNC(=O)c2ccccc2C(=O)O)cc1 (stereo unspecified),5,-3,3,107,-10,107,11,-12,5
COc1cccc(C(=O)Nc2nnc(-c3ccc(OC)cc3OC)s2)c1,-1,-14,-2,97,3,98,7,13,-7
S=C(NCCc1ccccn1)Nc1ccc(Cl)c(Cl)c1,8,7,4,102,-13,106,30,-6,1
COc1ccccc1CNC(=O)COc1cccnc1[N+](=O)[O-],5,-14,-1,102,5,101,6,2,-1
CCC(C(=O)NCc1ccco1)N(C(=O)CNS(=O)(=O)c1ccccc1)c1ccc(F)cc1 (stereo unspecified),1,-10,2,103,-6,102,17,-4,0
CC(C)N1CC2(c3ccccc3)CN(C(C)C)CC(c3ccccc3)(C1)C2=O,3,-3,2,105,2,103,4,7,-4
Cc1csc(NC(=O)c2nc3nc(C)cc(C)n3n2)n1,3,3,-2,97,4,97,23,17,4
Cc1ccc(C)c(N2CCN(c3ccc4cc(S(=O)(=O)N5CCCCC5)ccc4n3)CC2)c1,7,7,-8,89,8,99,19,9,1
COc1ccc(C(=O)CC(=O)C(=O)Nc2cccc([N+](=O)[O-])c2C)cc1,1,-8,-6,94,-7,92,15,3,-4
CS(=O)(=O)N(CC(=O)Nc1cccnc1)c1ccc2c(c1)OCO2,7,-1,6,114,-17,105,28,1,3
CC1CCC(NC(=O)c2ccc3snnc3c2)CC1 (stereo unspecified),5,2,0,96,2,98,16,4,-1
N/C(=N/OC(=O)c1ccccc1Cl)c1ncc([N+](=O)[O-])s1,3,-22,-2,99,12,96,.,9,-3

# This is a subset; count on the stated rates, not on these rows.
